RAD52 inh – RAD52 (human) annealing inhibition. P43351. recombinant RAD52 DNA annealing, FRET fluorescence. inhibition, % at 18.7 µM. 0.46% of 360,000 active. AID 651710;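 active = every replicate showing at least 50% inhibition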
PglD DTNB – PglD (C. jejuni) enzyme inhibition | purified PglD enzyme, DTNB colorimetric CoA detection | inhibition, % at 12.5 µM | 0.098% of 360,000 active | AID 602405; in the data active = inhibition above about 16%, passing the limit was not always enough; note: strong numbers were not always called active
E-sel inducer – E-selectin induction on HUVECs | P16581 | HUVEC E-selectin immunofluorescence imaging; normalized: neutral wells 0, TNF-alpha wells 100 | activation, % at 7.58 µM | 0.37% of 260,000 active | AID 686992;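 active = mean E-selectin-positive cell signal at least 10% of the positive control, reached in at least 60% of replicates, without over 20% cell loss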;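 note: in these data hits start at about 27%; measured in HUVEC primary endothelial cells; signal is the percent of cells scored E-selectin positive by PE staining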
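Test system: HUVEC; input: 3,000 HUVEC/well; measured by: immunofluorescence imaging; read-out: % PE-positive cells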
esBAF inh – blocks esBAF chromatin remodeling in mouse ES cells. Bmi1-luciferase knock-in reporter, 24 h; 100% = twice the neutral-well signal. AID 602393. 2% of 350,000 active. reporter increase, % at 12.5 µM; in the data active = activation above about 40%;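 note: 0% = median of the plate's neutral control wells and 100% = double that signal; a rise in the Bmi1 reporter signal indicates esBAF inhibition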
ARNT-TACC3 inh – disruptors of human ARNT/TACC3 interaction. AID 623870. inhibition, % at 9.99 µM. Q9Y6A5. 0.66% of 390,000 active. AlphaScreen His-ARNT PAS-B/GST-TACC3 binding, luminescence; TACC3 fragment carries E629A point mutation;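 active = mean inhibition of replicates at least 50% and at least half of replicates each reaching 50%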;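 note: 0% = complete ARNT plus TACC3 wells and 100% = ARNT alone without TACC3; many hits fall short of the cut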
RAD54 branch – blocks human RAD54 Holliday junction branch migration; inhibition, % at 10.4 µM; 0.14% of 360,000 active; AID 602329; FAM/BHQ fluorescence; Q92698;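 active = mean normalized replicate activity at least 40 and at least half of replicates scoring 40 or more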;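 note: 0% = median of neutral control wells and 100% = median of positive control wells; inhibitors cause a drop in the FAM fluorescence signal; in these data hits start at about 50%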
CASP6 VEID inh – blocks human caspase-6 cleavage activity; purified caspase-6, Z-VEID-R110 cleavage fluorescence; 0.53% of 350,000 active; AID 686996; P55212; inhibition, % at 12.5 µM;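 active = mean inhibition across replicates at least about 35%, with every replicate also reaching that limit, limit read from the data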;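 note: 0% = median of neutral control wells and 100% = no fluorescence left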
Target sequence (P55212 24-179 limits assumed): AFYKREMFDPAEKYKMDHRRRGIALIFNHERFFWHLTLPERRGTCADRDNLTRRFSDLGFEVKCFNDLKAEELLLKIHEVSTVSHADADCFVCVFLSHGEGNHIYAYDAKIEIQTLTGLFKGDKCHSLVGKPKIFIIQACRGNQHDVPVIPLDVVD
Target sequence (P55212 194-293 limits assumed): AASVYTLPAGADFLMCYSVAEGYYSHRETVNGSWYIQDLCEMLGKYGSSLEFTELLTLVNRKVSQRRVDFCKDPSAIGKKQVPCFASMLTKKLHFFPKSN
ERp5 inh – ERp5 (human) disulfide isomerase inhibition; ERp5 insulin aggregation, absorbance 650 nm, 90 min; inhibition, % at 9.99 µM; Q15084; 0.05% of 350,000 active;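 active = mean replicate inhibition above about 25%, with every replicate also reaching it, limit read from the data, passing the limit was not always enough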
Target sequence (Q15084 whole entry, looked up): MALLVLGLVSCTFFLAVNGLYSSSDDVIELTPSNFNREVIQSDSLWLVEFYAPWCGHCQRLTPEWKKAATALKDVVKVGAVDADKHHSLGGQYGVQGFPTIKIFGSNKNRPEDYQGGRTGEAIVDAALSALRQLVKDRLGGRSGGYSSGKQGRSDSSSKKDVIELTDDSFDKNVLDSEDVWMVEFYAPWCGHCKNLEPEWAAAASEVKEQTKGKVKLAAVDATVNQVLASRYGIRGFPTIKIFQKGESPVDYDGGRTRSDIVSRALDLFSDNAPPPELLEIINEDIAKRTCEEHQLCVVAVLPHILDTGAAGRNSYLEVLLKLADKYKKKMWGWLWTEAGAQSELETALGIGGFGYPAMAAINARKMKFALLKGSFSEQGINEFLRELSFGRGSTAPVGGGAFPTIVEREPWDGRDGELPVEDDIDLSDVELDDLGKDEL
* hit, by the source's call; i = inactive; · = no result given.

SMILES | RAD52 inh | PglD DTNB | E-sel inducer | esBAF inh | ARNT-TACC3 inh | RAD54 branch | CASP6 VEID inh | ERp5 inh
COc1ccc(C(=O)N[C@H](C(=O)NC2CCCCC2)C(C)C)cc1 | -15 | -5 | -0.3 | 3 | -6 | 4 | 0 | 2
Cc1ccc(S(=O)(=O)n2cccc2CO)cc1 | -9 | 4 | 0.3 | -4 | 1 | 0 | -4 | 2
COc1cc(C(=S)N2CCOCC2)ccc1OC(=O)c1ccc([N+](=O)[O-])cc1[N+](=O)[O-] | -5 | -1 | · | -4 | -3 | 4 | 2 | -6
c1coc(-c2cnc3ccccc3n2)c1 | -115 | -2 | · | 3 | · | -11 | 8 | 0
COCCCNC(=O)/C=C/c1ccc(OCc2c(F)cccc2Cl)cc1 | 7 | · | -0.8 | · | -2 | · | -2 | -1
C[C@@H]1CN([C@@H](C)CO)C(=O)c2cc(NC(=O)Nc3cccc4ccccc34)ccc2O[C@@H](C)CCCCO[C@H]1CN(C)S(=O)(=O)c1cccs1 | · | 4 | 0.1 | -5 | -2 | 0 | · | ·
C[C@@H]1CN([C@@H](C)CO)C(=O)c2cc(C#C[C@@H](C)O)cnc2O[C@H]1CN(C)Cc1ccc(-c2ccccc2)cc1 | 30 | 1 | -0.7 | 1 | 1 | 0 | 6 | 4
CCOC(=O)c1cc(N2CCCCC2)nc2ccccc12 | -117 | -1 | 5.1 | -9 | -126 | 4 | 2 | -2
CC(=O)Oc1ccc2c(=O)c(-c3ccccc3)c(C)oc2c1 | 0 | -1 | · | 16 | -5 | 0 | 2 | -3
Cc1ccc(NC(=S)N/N=C/c2c(C)[nH]c3ccccc23)cc1 | -154 | -2 | · | 23 | 4 | -2 | 1 | 8
Cc1noc(C)c1NC(=O)N(C)C[C@H]1OCCCC[C@@H](C)Oc2ccc(NC(=O)Nc3ccccc3)cc2C(=O)N([C@@H](C)CO)C[C@H]1C | · | 0 | -0.1 | -8 | 4 | 1 | · | ·
c1ccc2c(-c3nc4ccccc4[nH]3)cccc2c1 | 0 | · | 0.6 | · | · | · | -2 | -8
O=C(Nc1cc(N2CCOCC2)ncn1)c1ccccc1 | · | 8 | · | 13 | 22 | -3 | · | ·
CC(C)(C)OC(=O)N[C@@H](Cc1ccccc1)C(=O)NCC1CCC(C(=O)O)CC1 (some centres undefined) | -7 | · | -0.4 | -5 | -8 | · | 1 | -6
CC(C)NC(=O)N(C)C[C@@H]1Oc2ccc(NS(=O)(=O)c3cccs3)cc2CC(=O)N([C@@H](C)CO)C[C@@H]1C | -7 | -1 | -16 | -2 | -2 | 5 | 1 | -12

Reprinted from the part before: three compounds, followed by the next part.
SMILES | RAD52 inh | PglD DTNB | E-sel inducer | esBAF inh | ARNT-TACC3 inh | RAD54 branch | CASP6 VEID inh | ERp5 inh
O=C(Nc1cc(N2CCOCC2)ncn1)c1ccccc1 | · | 8 | · | 13 | 22 | -3 | · | ·
CC(C)(C)OC(=O)N[C@@H](Cc1ccccc1)C(=O)NCC1CCC(C(=O)O)CC1 (some centres undefined) | -7 | · | -0.4 | -5 | -8 | · | 1 | -6
CC(C)NC(=O)N(C)C[C@@H]1Oc2ccc(NS(=O)(=O)c3cccs3)cc2CC(=O)N([C@@H](C)CO)C[C@@H]1C | -7 | -1 | -16 | -2 | -2 | 5 | 1 | -12
Cc1oc2c(C)c3oc(=O)c(CCC(=O)N4CCC(C(=O)NCCC(=O)O)(c5ccccc5)CC4)c(C)c3cc2c1C | -17 | · | · | · | 5 | · | -6 | 4
CS(=O)(=O)N(CC(=O)NCCSCc1ccccc1)c1ccccc1Cl | -3 | -3 | · | -2 | -1 | 5 | 3 | 2
O=S(=O)(Nc1ncnc2sccc12)c1cccc(F)c1 | -33 | -3 | 0.5 | -8 | -1 | -4 | 23 | 6
COc1ccc(C2(C(F)(F)F)NC(=O)N(C)C(=O)N2C)cc1 (centres undefined) | · | 3 | · | 0 | -3 | 2 | · | ·
CCc1noc(C)c1C(=O)Nc1ccc(C#N)cc1 | -2 | -1 | 0.5 | -4 | -5 | 0 | 2 | -2
CCOC(=O)[C@@H]1[C@H]2COc3ccccc3[C@@H]2N2C(=O)N(c3cccc(Cl)c3)C(=O)[C@@]12C | -18 | -1 | 0.3 | -3 | 0 | 2 | -3 | 3
O=C(NC(=S)NCCN1CCOCC1)c1ccccc1 | -6 | -2 | · | · | 12 | -9 | -1 | 2
O=C(CC(c1ccccc1)c1cc(Br)ccc1O)N1CCCC1 (centres undefined) | -31 | · | -0.7 | · | 0 | · | -1 | 1
Cc1cc(C)cc(C(=O)OCC(=O)NCCNC(=O)COC(=O)c2cc(C)cc(C)c2)c1 | -9 | 4 | 0.7 | -3 | -3 | -4 | 1 | 4
Clc1cc(-c2ccc(/C=N/n3cnnc3)o2)ccc1Br | i | -7 | · | 4 | -2 | 7 | 0 | 3
COC(=O)c1c(NC(=O)CN2C(=O)NC3(CCC(C)CC3)C2=O)sc2c1CCC2 (centres undefined) | -18 | -3 | 1.5 | 2 | · | 3 | -4 | -2
COc1ccc(C(=O)Cn2c(NCCO)nc3ccccc32)cc1OC | 1 | · | · | · | -1 | · | 2 | 3
O=C(COC(=O)c1ccc(F)cc1F)Nc1ncccn1 | -39 | · | 0.7 | · | 10 | · | 5 | 4
CCOc1ccc(NC(=O)c2ccccc2O)cc1 | · | 3 | · | 26 | -5 | 0 | · | ·
CC1(C)CC(=O)C=C(c2cc3ccccc3s2)C1 | -30 | 13 | · | 19 | -4 | 5 | 2 | 3
COc1ccc(S(=O)(=O)Nc2ccc3c(c2)C(=O)N([C@H](C)CO)C[C@@H](C)[C@H](CN(C)S(=O)(=O)c2ccc(F)cc2)OCCCC[C@H](C)O3)cc1 | -5 | 5 | 0.1 | 7 | 10 | -1 | -2 | 14
CCOc1ccccc1N1CCN(C(=O)NCc2ccc(Cl)cc2)CC1 | -5 | 1 | -0.2 | -4 | 8 | 2 | 2 | 1
COCc1ccc(C(=O)N2CCCC(Nc3ccc(C(C)C)cc3)C2)s1 (centres undefined) | -4 | 1 | -0.2 | -7 | 0 | 4 | 3 | 2
Cc1cccc(-c2cnc3cccnn23)c1 | -7 | 7 | 1.0 | 22 | · | -3 | -1 | 1
OC(c1ccccc1)(c1ccccc1)C1CCN(CCCOc2ccc(-c3cccnc3)cc2)CC1 | -3 | · | 0.2 | · | · | · | -3 | 1
COc1ccc(OCC(=O)Nc2ccccc2N2CCCCC2)cc1 | 12 | -3 | 4.6 | -18 | -5 | 3 | -3 | 1
Cc1ccc(C)c(NC(=O)CSc2nnc(CCNC(=O)OC(C)(C)C)o2)c1 | · | 8 | · | -3 | -11 | 5 | · | ·
Cc1ccc(S(=O)(=O)N(C)C)cc1NC(=S)NNC(=O)C1CC1 | -4 | · | · | · | -1 | · | -3 | 3
Cc1noc(C)c1NC(=O)N(C)C[C@@H]1OCCCC[C@@H](C)Oc2ccc(NC(=O)Cc3ccccc3)cc2C(=O)N([C@@H](C)CO)C[C@H]1C | 3 | 4 | 0.1 | 11 | -3 | 0 | 2 | 1
CCN(C[C@H]1N[C@@](Cc2ccccc2)(C(=O)OC)[C@H]2C(=O)N(C)C(=O)[C@@H]12)C(=O)Nc1ccccc1 | -7 | 5 | 0.3 | -4 | 3 | 7 | 5 | 2
Cc1cccc(N(C(=O)CCC(=O)Nc2cc(C)on2)C(C(=O)NC2CCCC2)c2cccnc2)c1 (centres undefined) | -9 | 6 | 0.1 | 1 | 2 | 2 | 1 | 2
O=C(O)c1ccc(N2CCCS2(=O)=O)cc1 | 6 | -3 | · | -7 | -6 | 1 | -4 | 0
COC(=O)C(C)Sc1nc2c(cnn2-c2ccc(Cl)cc2)c(=O)[nH]1 (centres undefined) | 10 | 7 | 0.1 | -1 | -16 | -2 | · | 1
C=CCn1c(SCC(=O)N2CCCC2=O)nc2sc(CC)cc2c1=O | 2 | -2 | · | 4 | 5 | -2 | -1 | -3
Cc1cc2cc(CNC(=O)c3ccc(S(=O)(=O)N4CCCCC4)cc3)ccc2n1C | -2 | -4 | 82* | 1 | -9 | 1 | 2 | -5

One compound at a time, as listed above. Order of screens: RAD52 inh | PglD DTNB | E-sel inducer | esBAF inh | ARNT-TACC3 inh | RAD54 branch | CASP6 VEID inh | ERp5 inh
Record of OC(c1ccccc1)(c1ccccc1)C1CCN(CCCOc2ccc(-c3cccnc3)cc2)CC1 → -3 | · | 0.2 | · | · | · | -3 | 1
Record of CCOc1ccccc1N1CCN(C(=O)NCc2ccc(Cl)cc2)CC1 → -5 | 1 | -0.2 | -4 | 8 | 2 | 2 | 1

Next results:
SMILES | RAD52 inh | PglD DTNB | E-sel inducer | esBAF inh | ARNT-TACC3 inh | RAD54 branch | CASP6 VEID inh | ERp5 inh
N#C/C(=C\c1cc([N+](=O)[O-])c(N2CCOCC2)cc1N1CCOCC1)c1nc2ccccc2[nH]1 | · | -3 | · | -6 | -7 | 2 | · | ·
Cc1cccc(NC(=O)CCSc2ccccc2)c1C | -11 | 4 | -2.5 | · | 21 | 4 | -3 | -6
CCSc1nnc(NC(=O)C2C3C=CC(C3)C2C(=O)O)s1 (centres undefined) | · | 6 | · | 3 | -3 | -1 | · | ·
COc1ccc(/C(N)=N/O)c(OC)c1 | 3 | -2 | · | -3 | -7 | 5 | 0 | 4
CC(C)(C)c1ccc(C(=O)OCC(=O)N2CCC(c3ccccc3)=N2)cc1 | -7 | 0 | -1.7 | -2 | -5 | -3 | 1 | 4
O=C(C[C@H]1CC[C@@H]2[C@H](COC[C@H](O)CN2C(=O)c2ccccc2F)O1)N1CCOCC1 | 3 | -2 | 0.0 | 4 | -8 | 4 | -2 | 3
Cc1ccc(C)c(Nc2nc(-c3cccnc3)cs2)c1 | -5 | -6 | 0.8 | 18 | -1 | 2 | 5 | -2
Cc1cccc(C)c1NC(=O)c1cccnc1 | -10 | 1 | · | -4 | -3 | -1 | 15 | 5
FC(F)(F)c1ccc2c(c1)C1C=CCC1C(c1ccncc1)N2 (centres undefined) | -60 | · | 0.2 | · | 0 | · | 1 | 4
CC(C)c1cn(CC[C@H]2CC[C@H](NC(=O)C3CC3)[C@H](CO)O2)nn1 | 5 | 5 | -0.1 | 4 | -7 | 1 | 20 | -2
Cc1[nH]n(-c2ccccc2)c(=O)c1C(=O)Nc1ccccc1 | -5 | -3 | 8.3 | 22 | 2 | -2 | 1 | 5

Of the compounds above, these have a Cl atom:
SMILES | RAD52 inh | PglD DTNB | E-sel inducer | esBAF inh | ARNT-TACC3 inh | RAD54 branch | CASP6 VEID inh | ERp5 inh
COCCCNC(=O)/C=C/c1ccc(OCc2c(F)cccc2Cl)cc1 | 7 | · | -0.8 | · | -2 | · | -2 | -1
CS(=O)(=O)N(CC(=O)NCCSCc1ccccc1)c1ccccc1Cl | -3 | -3 | · | -2 | -1 | 5 | 3 | 2
CCOC(=O)[C@@H]1[C@H]2COc3ccccc3[C@@H]2N2C(=O)N(c3cccc(Cl)c3)C(=O)[C@@]12C | -18 | -1 | 0.3 | -3 | 0 | 2 | -3 | 3
Clc1cc(-c2ccc(/C=N/n3cnnc3)o2)ccc1Br | i | -7 | · | 4 | -2 | 7 | 0 | 3
CCOc1ccccc1N1CCN(C(=O)NCc2ccc(Cl)cc2)CC1 | -5 | 1 | -0.2 | -4 | 8 | 2 | 2 | 1
COC(=O)C(C)Sc1nc2c(cnn2-c2ccc(Cl)cc2)c(=O)[nH]1 (centres undefined) | 10 | 7 | 0.1 | -1 | -16 | -2 | · | 1

From PubChem BioAssay
